# hgDAF12 agonist: activates the H. glycines DAF-12 receptor ligand-binding domain; 370,000 tested, 1.8% active; AID 687014; activation, % at 6.8 µM; HEK293 GAL4-hgDAF12 UAS-luciferase reporter, agonist luminescence; normalized to butyrate control;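 active = activation above a cutoff set at the mean of all screened compounds plus 3 SD, cut at about 10% in these data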;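 also: 0% = DMSO wells and 100% = sodium butyrate wells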
# DAX1 inh-1: blocks DAX1 repression of SF-1 activated StAR promoter | 370,000 tested, 1.1% active | inhibition, % at 6.8 µM | AID 652010 | HEK293T StAR-luciferase reporter, SF-1/DAX-1 repression relief;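 active = inhibition above the mean over all tested compounds plus 3 SD, cut at about 3.6% in these data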;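 also: 0% = DAX-1 cells with DMSO and 100% = cells lacking DAX-1 with DMSO; higher inhibition means more luminescence from relief of DAX-1 repression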
# ssDAF12 agonist: S. stercoralis DAF-12 activation, primary screen; HEK293 ssDAF-12/GRIP1 lit1-tk-luc reporter, luminescence; % of 3 µM dafachronic acid response; activation, % at 6.8 µM; 370,000 tested, 1% active;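 active = activation above the mean over all tested compounds plus 3 SD, cut at about 0.9% in these data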;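 also: 0% = DMSO-only wells and 100% = 3 µM delta7-dafachronic acid wells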
# ADAM10 inh: inhibitors of human ADAM10. recombinant ADAM10, EDANS/DABCYL FRET peptide cleavage, 3 h. 370,000 tested, 0.62% active. inhibition, % at 7 µM. O14672. AID 720582;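 active = inhibition above a per-campaign cutoff equal to the mean of compounds falling between control-based bounds plus 3 SD, cut at about 20% in these data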;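 also: 0% = DMSO wells while the 100% control is not disclosed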
# ADAM17 inh: inhibitors of human ADAM17 | inhibition, % at 6.95 µM | P78536 | recombinant ADAM17, EDANS/DABCYL FRET peptide cleavage | 370,000 tested, 0.83% active;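 active = inhibition above the mean of compounds lying between control limits plus 3 SD, set per campaign, cut at about 8.5% in these data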;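 also: 0% = DMSO-only wells as the low control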
# Target sequence (P78536 215-824 limits assumed): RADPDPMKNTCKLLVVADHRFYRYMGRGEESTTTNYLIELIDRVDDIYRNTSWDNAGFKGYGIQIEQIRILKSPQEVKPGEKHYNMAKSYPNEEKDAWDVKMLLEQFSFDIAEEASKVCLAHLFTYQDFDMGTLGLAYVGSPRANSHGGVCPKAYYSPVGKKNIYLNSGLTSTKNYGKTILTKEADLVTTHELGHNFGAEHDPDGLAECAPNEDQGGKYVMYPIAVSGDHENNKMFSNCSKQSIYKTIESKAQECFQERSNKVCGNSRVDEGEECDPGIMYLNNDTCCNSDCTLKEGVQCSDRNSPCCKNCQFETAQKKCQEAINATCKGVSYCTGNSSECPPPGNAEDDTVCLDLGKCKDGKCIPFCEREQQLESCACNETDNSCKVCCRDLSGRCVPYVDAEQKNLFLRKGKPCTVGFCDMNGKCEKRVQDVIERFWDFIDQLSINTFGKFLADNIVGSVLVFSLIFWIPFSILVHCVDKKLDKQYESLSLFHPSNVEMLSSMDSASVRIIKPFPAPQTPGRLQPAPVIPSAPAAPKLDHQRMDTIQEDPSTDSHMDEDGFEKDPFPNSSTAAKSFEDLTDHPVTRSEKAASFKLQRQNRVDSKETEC
# FXN GAA850 act: frataxin GAA850 promoter activation. HEK293 lucGAA850 FXN promoter luciferase reporter, 24 h; percent of 10 µM SAHA response. activation, % at 6 µM. 360,000 tested, 0.56% active. AID 540364;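 active = activation above the average of all compounds screened plus 3 SD, cutoff fixed separately per campaign, cut at about 7.5% in these data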;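 also: 0% = DMSO wells and 100% = 10 µM SAHA wells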
# PLC-gamma1 inh: blocks human PLC-gamma1 enzyme activity. P19174. purified PLC-gamma1, fluorogenic substrate, fluorescence. inhibition, % at 12.2 µM. 370,000 tested, 0.84% active. AID 720700; in the data active = inhibition above about 9.5%
# DAX1 inh-2: inhibitors of human orphan nuclear receptor DAX1 (NR0B1) | P51843 | HEK293 Gal4-DAX1 luciferase reporter, luminescence | inhibition, % at 6.75 µM | 340,000 tested, 0.99% active | AID 504766;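 active = inhibition above the mean over all tested compounds plus 3 SD, cut at about 4.2% in these data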;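 also: 0% = DAX1-transfected cells with DMSO and 100% = empty-vector control cells with DMSO; inhibition shows as a rise in luminescence from relieved DAX1 repression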
# HGIII-sPLA2 inh: Inhibits HGIII-sPLA2 liposome hydrolysis, primary screen | QFRET BODIPY PC-A2 liposome hydrolysis, fluorescence | inhibition, % at 12.2 µM | 370,000 tested, 0.56% active | AID 743126;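 active = inhibition above mean plus 3 SD of compounds lying within the high and low control bounds, cut at about 19% in these data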;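 also: 0% = median of test compound wells and 100% = no enzyme DMSO wells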
# Target sequence (Q9NZ20 whole entry, looked up): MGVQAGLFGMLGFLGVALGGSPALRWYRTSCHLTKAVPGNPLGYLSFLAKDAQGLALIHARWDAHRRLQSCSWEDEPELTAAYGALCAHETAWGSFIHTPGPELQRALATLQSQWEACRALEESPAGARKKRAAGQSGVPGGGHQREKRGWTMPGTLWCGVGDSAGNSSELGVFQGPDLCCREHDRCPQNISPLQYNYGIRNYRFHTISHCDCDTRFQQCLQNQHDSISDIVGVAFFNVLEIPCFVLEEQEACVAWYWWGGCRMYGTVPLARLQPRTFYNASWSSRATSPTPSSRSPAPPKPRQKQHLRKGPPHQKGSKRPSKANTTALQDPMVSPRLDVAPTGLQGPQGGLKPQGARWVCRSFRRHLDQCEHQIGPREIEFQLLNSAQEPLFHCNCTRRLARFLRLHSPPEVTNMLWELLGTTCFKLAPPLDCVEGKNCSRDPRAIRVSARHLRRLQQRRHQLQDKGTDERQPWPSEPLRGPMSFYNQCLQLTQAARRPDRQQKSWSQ
# hcDAF12 agonist: activates DAF-12 receptor from parasite H. contortus; HEK293 hcDAF-12 lit1-tk-luc reporter, luminescence; 0% DMSO, 100% Δ7-dafachronic acid; activation, % at 6.8 µM; 370,000 tested, 1.4% active; AID 652067;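 active = activation above the mean of all tested compounds plus 3 SD, cut at about 5.5% in these data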;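 also: 100% = response to 3 µM Δ7-dafachronic acid high control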
# PLCb3 inh: PLC-beta3 (human) inhibition, primary screen; Q01970; Purified PLC-beta3, fluorogenic substrate, fluorescence; inhibition, % at 12.2 µM; 370,000 tested, 0.18% active; AID 720704; in the data active = inhibition above about 11%;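 also: 0% = median of compound wells on plate and 100% = full blocker control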
# * = called active by the depositor; · = no result given.
SMILES	hgDAF12 agonist	DAX1 inh-1	ssDAF12 agonist	ADAM10 inh	ADAM17 inh	FXN GAA850 act	PLC-gamma1 inh	DAX1 inh-2	HGIII-sPLA2 inh	hcDAF12 agonist	PLCb3 inh
CC(Sc1ccc(S(=O)(=O)N(C)C)cn1)C(=O)NC1CCCC1 (centres undefined)	-0.5	-2.1	-0.9	-13	-5	1.1	-1	0.8	12	0.0	-3
O=C(COc1ccccc1)Nc1ccccc1Oc1ccccc1	0.9	0.3	-0.7	8	3	2.3	0	0.7	-1	0.7	-3
Cc1ccsc1/C=N/n1c(-c2ccncc2)n[nH]c1=S	0.6	-0.3	-1.1	-5	-2	-2.9	1	0.5	11	-0.1	0
CC(C)NC(=O)C1(C)CCCN1Cc1ccccc1 (centres undefined)	-2.3	-0.8	-0.3	-9	-5	-0.1	1	·	1	-1.1	3
C=CCn1c(SCc2ccccc2)nc2scc(-c3ccc(C)o3)c2c1=O	-1.2	1.5	-0.3	2	-1	1.3	-1	-0.6	10	-0.3	0
CC1=C(C(=O)N(C)C)CC(CC(=O)NCc2cccc3ccccc23)C(=O)N1Cc1ccc(F)cc1 (centres undefined)	-3.6	-0.9	-1.4	-10	-3	·	0	·	-3	-0.8	2
COc1ccc(-n2c(O)c(C=NCc3ccccn3)c3ccccc3c2=O)c(OC)c1	-0.5	-0.3	-0.8	-19	-6	-1.3	-11	0.8	-7	6.1*	-18
CCOc1ccc(CN2C(=O)c3ccccc3C2=O)cc1C(=O)NC1CC(C)(C)NC(C)(C)C1	-1.8	0.0	-1.6	-14	-5	0.5	0	0.8	3	0.1	0
COc1ccc(S(=O)(=O)Nc2ccccc2N2CCOCC2)cc1OC	0.8	-0.4	-1.2	-11	-2	1.9	1	-0.2	6	-0.9	3
COCCN1C(=O)C(O)=C(C(=O)c2cccs2)C1c1ccccc1 (centres undefined)	-3.4	-0.3	-1.3	1	0	0.8	3	-0.1	-1	3.7	-2
O=C(CNc1ccc2ccccc2c1)N/N=C/c1ccc(C(=O)O)cc1	4.8	-0.1	-0.5	-45	-9	4.3	-15	1.7	-5	5.2	-24
CCCCN(CCCC)C(=O)C1CC=CCC1C(=O)O (centres undefined)	0.5	0.2	-1.7	-5	-3	3.1	0	0.1	2	-0.5	2
O=C(Nc1ccc2c(c1)OCO2)O[C@@H]1C[C@H]2CCC(=O)N3CC[C@@H](C1)[C@@H]23	0.1	0.8	-1.4	0	-1	0.8	0	0.3	10	-2.0	-3
CC(=O)Nc1ccccc1OCc1nnc(-c2ccc(Cl)cc2)o1	-0.9	0.1	-1.8	-6	-3	2.1	-2	-1.2	4	-1.0	-2
CCOc1ccc(NC(=O)CSc2n[nH]c(N)n2)c([N+](=O)[O-])c1	1.9	-0.8	-0.9	-9	-9	-0.9	0	1.3	15	-2.1	-1
Cc1cc([N+](=O)[O-])c(C(C)(C)C)cc1N	-3.0	-0.3	-1.3	-3	-2	0.7	-1	-0.1	3	-2.3	1
CCCN1CNC(=S)N(c2cccc(C)c2C)C1	-2.2	-0.1	-1.9	-4	-3	3.0	-3	0.7	4	-0.6	0
CN(c1ccc(OCC(=O)OCC(=O)Nc2ccc([N+](=O)[O-])cc2)cc1)S(=O)(=O)c1cccs1	2.8	1.2	-1.6	2	2	-0.6	7	0.7	-6	-1.5	-9
Cn1c(-c2ccccc2)cc(=O)c2ccccc21	1.7	0.9	-1.8	-1	-2	0.6	-1	-0.6	1	-0.8	-1
CCOC(=O)CCSCC(=O)Nc1nnc(C)s1	1.4	0.2	-1.6	3	0	-0.4	2	1.9	0	0.9	4
CN(Cc1ccccc1)C(=O)c1ccccc1N(C)S(=O)(=O)c1ccccc1	0.3	-1.0	-0.7	-6	-1	1.0	4	-1.2	7	0.9	-4
Cn1c(SCc2nnc(-c3ccccc3)o2)nc2ccccc21	-0.9	-0.4	-1.5	-11	-4	-0.4	-5	0.5	-4	1.1	-10
CN(C)/C=N/C(=S)Nc1ccccc1Cl	-0.8	-0.3	-1.0	1	-3	0.2	2	1.1	5	0.7	1
Cc1ccc(C(=O)NNC(=O)c2cc3cc4ccccc4nc3s2)cc1	-0.1	0.5	-1.7	3	-3	-0.4	-11	-0.3	1	-1.0	-12
Cc1ccc(S(=O)(=O)N2CCN(C(=O)CSC3CCCC3)CC2)c(C)c1	-2.4	-1.2	-1.7	1	-4	-2.5	0	-1.0	-16	-2.7	-1

# (further entries)
SMILES	hgDAF12 agonist	DAX1 inh-1	ssDAF12 agonist	ADAM10 inh	ADAM17 inh	FXN GAA850 act	PLC-gamma1 inh	DAX1 inh-2	HGIII-sPLA2 inh	hcDAF12 agonist	PLCb3 inh
CCOC(=O)C1CCCN(C(=O)Nc2ccccc2)C1 (centres undefined)	0.3	-0.2	-1.4	-7	-4	-0.5	-1	0.2	9	0.7	-3
O=C(CSc1nnnn1-c1ccccc1)c1ccc(O)cc1O	2.5	-0.2	-0.7	9	6	1.0	4	0.1	-82	-0.7	-11
COc1ccccc1NC(=O)Nc1nc2ccc(S(N)(=O)=O)cc2s1	9.1	0.2	-0.1	-3	-2	1.0	-2	0.6	-25	1.6	-10
Cc1ccccc1C(=O)Nc1ccc(N2CCN(C)CC2)nc1	1.0	0.4	-0.8	1	1	3.8	1	-0.2	-4	-1.3	-4
COc1cc(C=O)ccc1OCC(=O)N1CCCC1	-1.4	0.3	-1.0	3	-1	2.4	2	-0.6	2	0.9	-3
COCCCN(C(=O)Nc1ccc(C)c(C)c1)C(C)c1ccccn1 (centres undefined)	-0.4	0.9	-2.1	-7	-1	0.6	1	-0.3	-3	0.2	3
COc1cccc(CNc2ccc(S(=O)(=O)Nc3nccs3)cc2)c1O	1.1	0.3	-1.0	13	-1	-1.2	6	0.8	-30	-1.0	3
CN(c1ccccc1)S(=O)(=O)c1cccc(NC(=O)CSc2nncs2)c1	-5.0	-1.9	-2.7	-5	-6	-4.3	2	-4.0	-2	-4.2	-1
CC(C)CN(CC(C)C)S(=O)(=O)N1CCC(C(=O)NCc2cccnc2)CC1	1.4	-0.4	-1.3	-10	-4	-1.5	-1	-0.4	0	0.3	-1
COc1ccc(OC)c(-c2nc3ccccc3nc2-c2ccccc2)c1	0.9	-0.4	-1.1	2	1	0.6	-8	0.7	2	-0.2	-17
NNC(=O)c1cc(-c2ccccc2)sc1N	9.6	-0.2	-1.8	-5	-5	-0.6	-9	1.2	4	-0.9	-23
Cc1cccc(C(C)C)c1NC(=O)COC(=O)c1cc2ccccc2oc1=O	1.1	0.2	-0.9	-65	-24	0.9	-10	-0.4	10	-0.6	-26
C=CCn1c(SCC(=O)c2ccc(O)c(O)c2)nnc1-c1ccccc1OC	0.3	0.2	-0.8	11	5	1.3	2	-0.2	-15	-1.0	4
CN(CCc1ccccn1)C(=O)CCC1CCCN(C(=O)CCOc2ccccc2)C1 (centres undefined)	-0.3	-0.7	-1.4	-1	-1	1.7	2	-1.8	2	-1.2	2
COc1ccc(C(=O)OCC#CCSc2nnc(-c3cccc4ccccc34)o2)cc1	-0.6	-0.5	-1.4	1	-6	-1.1	-1	-0.3	2	-1.3	0
Cc1ccccc1C1=C/C(=C(\SS/C(C(=O)c2ccc(OCC(=O)O)c(Cl)c2Cl)=C2\C=C(c3ccccc3C)SS2)C(=O)c2ccc(OCC(=O)O)c(Cl)c2Cl)SS1	4.4	0.0	-1.5	-1	-3	1.4	0	-0.7	-11	-0.1	5
Cn1c(CNC(=O)c2ccccc2)nnc1SCC(=O)Nc1nccs1	0.5	0.1	-1.0	0	-2	2.4	1	0.3	1	-2.2	5
CC(C#N)(CCc1ccccn1)CCc1ccccn1	-2.7	-1.2	-0.4	-17	-5	0.7	3	0.5	10	0.1	-2
COc1ccccc1NC(=O)CSc1nc(SC)ns1	3.4	-0.2	-1.1	16	2	5.2	1	-1.0	-15	-0.1	3
Cc1ccccc1CS(=O)(=O)CC1(O)CCN(C(=O)c2cccc(C(F)(F)F)c2)CC1	-2.8	0.3	-0.7	6	0	-2.1	3	-0.3	1	-1.1	1
CCOc1cccc(/C=N/NC(=O)c2cc(-c3cccn3C)n[nH]2)c1O	-6.9	-1.9	-0.9	2	1	-2.8	-12	-1.4	-11	-0.5	-29
COc1ccc(C(=O)NCCc2nnc3ccc(SCC(=O)NCCc4ccc(OC)c(OC)c4)nn23)cc1	-2.4	-0.8	-0.3	-22	-2	3.5	-2	0.2	2	1.1	-1
O=C1CCCCC(=O)[C@H](O)C[C@H](COCc2ccccc2)O1	-0.1	-0.3	-0.9	-2	0	·	3	·	2	-0.3	2
COc1cccc(/C=C/C(=O)OCC(=O)Nc2cc(C(F)(F)F)ccc2Cl)c1	-0.5	0.3	-0.7	-6	-4	1.9	-5	1.3	-2	0.2	-7
CCOC(=O)c1ccc(Oc2nc(OC)nc(N(C)C)n2)cc1	-2.8	-0.6	-1.0	-8	-3	-0.6	0	0.2	-6	-1.7	-2

# 2 compounds drawn at random from the list so far, as already listed:
SMILES	hgDAF12 agonist	DAX1 inh-1	ssDAF12 agonist	ADAM10 inh	ADAM17 inh	FXN GAA850 act	PLC-gamma1 inh	DAX1 inh-2	HGIII-sPLA2 inh	hcDAF12 agonist	PLCb3 inh
CC(C#N)(CCc1ccccn1)CCc1ccccn1	-2.7	-1.2	-0.4	-17	-5	0.7	3	0.5	10	0.1	-2
CC(C)CN(CC(C)C)S(=O)(=O)N1CCC(C(=O)NCc2cccnc2)CC1	1.4	-0.4	-1.3	-10	-4	-1.5	-1	-0.4	0	0.3	-1

# Gathered by group: the compounds so far containing a CF3 group (2)
SMILES	hgDAF12 agonist	DAX1 inh-1	ssDAF12 agonist	ADAM10 inh	ADAM17 inh	FXN GAA850 act	PLC-gamma1 inh	DAX1 inh-2	HGIII-sPLA2 inh	hcDAF12 agonist	PLCb3 inh
Cc1ccccc1CS(=O)(=O)CC1(O)CCN(C(=O)c2cccc(C(F)(F)F)c2)CC1	-2.8	0.3	-0.7	6	0	-2.1	3	-0.3	1	-1.1	1
COc1cccc(/C=C/C(=O)OCC(=O)Nc2cc(C(F)(F)F)ccc2Cl)c1	-0.5	0.3	-0.7	-6	-4	1.9	-5	1.3	-2	0.2	-7

# Continued:
SMILES	hgDAF12 agonist	DAX1 inh-1	ssDAF12 agonist	ADAM10 inh	ADAM17 inh	FXN GAA850 act	PLC-gamma1 inh	DAX1 inh-2	HGIII-sPLA2 inh	hcDAF12 agonist	PLCb3 inh
CC1(C(=O)O)CCC(C(=O)Nc2ccc(F)cc2)C1(C)C (centres undefined)	-1.7	-0.3	-0.8	-7	-4	1.7	-1	0.5	11	-2.2	-7
O=C(O)COc1ccccc1/C=N/NC(=O)CSc1nc2ccccc2s1	2.1	0.7	-0.4	-7	-4	-1.6	-1	0.5	-14	0.1	-10
O=C1CCC(CCC(=O)N2CCCC(C(=O)c3ccc(Cl)cc3)C2)=NN1 (centres undefined)	0.0	-0.2	-1.3	8	-1	1.5	1	-1.3	2	-0.2	5
Nc1nc(O)c(Sc2ccccc2[N+](=O)[O-])c(=O)[nH]1	-2.9	0.0	-1.1	7	-2	-1.6	2	-0.1	12	1.6	-3
Brc1ccc(-c2csc3[n+]2CCCCC3)cc1	-2.3	0.1	-0.1	-7	-4	1.8	0	2.8	-1	-0.4	1
